MCL1-BIM inh = MCL1-BIM-BH3 interaction inhibition (human); Q07820; GST-MCL1 / FITC-Bim-BH3 fluorescence polarization; inhibition, % at 10.9 µM; 320,000 compounds, 0.68% hits; AID 2057;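 active = inhibition above the mean inhibition of all tested compounds plus 3 SD, set per campaign, cut at about 40% in these data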;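 note: 0% = DMSO wells and 100% = unlabeled Bim-BH3 peptide control; higher means more loss of mP so more displacement of Bim peptide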
Target sequence (Q07820 whole entry, looked up): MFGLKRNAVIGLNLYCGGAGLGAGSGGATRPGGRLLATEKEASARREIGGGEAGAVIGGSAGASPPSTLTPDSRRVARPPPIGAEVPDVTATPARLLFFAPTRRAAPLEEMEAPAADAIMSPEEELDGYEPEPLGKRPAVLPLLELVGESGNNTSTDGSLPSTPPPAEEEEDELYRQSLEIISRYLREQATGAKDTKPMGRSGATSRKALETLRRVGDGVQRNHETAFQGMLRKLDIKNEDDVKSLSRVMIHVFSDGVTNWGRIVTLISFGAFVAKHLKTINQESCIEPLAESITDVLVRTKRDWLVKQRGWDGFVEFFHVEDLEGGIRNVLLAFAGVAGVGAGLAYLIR
Bcl-xL primary = Bcl-xL (human) inhibition | GST-Bcl-xL / FITC-Bim BH3 peptide fluorescence polarization | inhibition, % at 10.9 µM | AID 2129 | Q07817 | 320,000 compounds, 0.7% hits;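 active = inhibition above the mean of all tested compounds plus 3 SD, cutoff set per campaign, cut at about 30% in these data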;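 note: 0% = DMSO wells and 100% = unlabeled Bim-BH3 peptide competitor; inhibitors lower millipolarization by displacing the labeled peptide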
Target sequence (Q07817 whole entry, looked up): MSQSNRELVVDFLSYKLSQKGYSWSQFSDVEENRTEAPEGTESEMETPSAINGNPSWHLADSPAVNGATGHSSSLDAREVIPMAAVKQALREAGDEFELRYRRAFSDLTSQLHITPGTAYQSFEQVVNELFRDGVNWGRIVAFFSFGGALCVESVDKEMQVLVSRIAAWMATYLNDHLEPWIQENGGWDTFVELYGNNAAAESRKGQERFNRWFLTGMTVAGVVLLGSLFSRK
GRK2 aptamer HTS = human GRK2 inhibition via aptamer displacement | AID 488847 | P25098 | 330,000 compounds, 0.59% hits | bead flow cytometry, FAM-aptamer displacement from GRK2 | inhibition of aptamer binding, % at 10 µM;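 active = inhibition of aptamer binding above 40%, roughly 3 SD of noise, on plates passing a quality check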;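 note: median bead fluorescence of bound FAM aptamer so fluorescent compounds give negative values; no value below 0 was filed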
CIT2 TOR yeast = modulators of TOR pathway CIT2-GFP in S. cerevisiae | S. cerevisiae CIT2-GFP strain, flow cytometry, 3 h; 100 means same as DMSO wells | GFP response vs DMSO, % at 10 µM | 320,000 compounds, 0.065% hits;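 active = GFP response relative to DMSO above a set limit, near the screen mean plus 3 SD, cut at about 150% in these data; inconclusive = Fewer than 70 cells measured for a yeast strain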;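 note: ratio of well median GFP fluorescence to mean of DMSO wells on the plate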
GLD-1 TGE inh = GLD-1-TGE RNA interaction inhibition (C. elegans). purified GLD-1 + fluorescein TGE RNA, fluorescence polarization. inhibition, % at 5.96 µM. 320,000 compounds, 0.44% hits. AID 2280;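 active = percent inhibition above a per-plate cutoff, the plate mean of test compounds plus 3 SD, cut at about 30% in these data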;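 note: 0% = DMSO wells with GLD-1 and probe and 100% = wells lacking GLD-1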
Target sequence (Q17339 whole entry, looked up): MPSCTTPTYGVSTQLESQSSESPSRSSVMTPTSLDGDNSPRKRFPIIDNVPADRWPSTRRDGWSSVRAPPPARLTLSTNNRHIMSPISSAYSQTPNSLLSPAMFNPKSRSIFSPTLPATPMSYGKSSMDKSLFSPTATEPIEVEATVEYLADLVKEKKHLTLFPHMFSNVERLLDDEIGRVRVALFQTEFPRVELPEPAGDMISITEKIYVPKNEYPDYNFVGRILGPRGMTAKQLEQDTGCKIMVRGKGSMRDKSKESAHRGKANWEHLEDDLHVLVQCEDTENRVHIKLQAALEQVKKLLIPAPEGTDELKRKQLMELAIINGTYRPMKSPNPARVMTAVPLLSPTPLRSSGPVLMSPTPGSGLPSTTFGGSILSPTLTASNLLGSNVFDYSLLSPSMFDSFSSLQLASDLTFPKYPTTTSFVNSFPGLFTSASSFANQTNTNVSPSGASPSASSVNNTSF
AGP1-GFP MLPCN = modulators of TOR pathway AGP1-GFP in S. cerevisiae; S. cerevisiae AGP1-GFP multiplex flow cytometry, 3 h; GFP as percent of DMSO wells; GFP response vs DMSO, % at 10 µM; 320,000 compounds, 0.02% hits;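 active = GFP response relative to DMSO above a set limit, near screen average plus 3 SD, cut at about 150% in these data; inconclusive = fewer than 70 cells counted for the yeast strain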;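 note: median GFP channel fluorescence of the gated AGP1 strain per well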
VLA-4 inh = inhibition in a human VLA-4 binding assay; AID 2557; inhibition, % (about 7 µM as worked out from the volumes in the protocol); P13612; VLA-4 expressing cells, ligand binding flow cytometry; 330,000 compounds, 0.2% hits; in the data active = inhibition above about 50%
MEX-5 binding = C. elegans MEX-5 TCR-2 RNA binding activity | AID 1832 | Q9XUB2 | MEX-5/FITC-TCR2 RNA binding, fluorescence polarization; active compounds read low | activity score (negative = inhibition of binding), % at 10 µM | 300,000 compounds, 0.38% hits;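 active = inhibition past about -25% in most replicates, and total fluorescence under double the plate's negative control median, limit read from the data; inconclusive = replicates evenly split on the limit, or fluorescence at least double controls; inactive = too little inhibition in most replicates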;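 note: 0% = DMSO and -100% = 5 µM competing unlabeled TCR2 RNA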
CR mimetic SO = yeast age-related superoxide inhibition as caloric restriction mimetic; S. cerevisiae aged cells, superoxide DHE fluorescence; active compounds read low; superoxide response (% of plate mean), % at 10 µM; 330,000 compounds, 0.18% hits;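 active = superoxide response under a set limit, about three screen SD below normal, cut at about 65% in these data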;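 note: yeast aged for seven days with compound at 30 °C before DHE staining; 100% = average MFI of all compound-treated wells on the plate with controls excluded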
An asterisk follows results filed as active; u = inconclusive; x = no result given; [ ] = another dose, or the depositor's remark.

Molecule,GLD-1 TGE inh,GRK2 aptamer HTS,CIT2 TOR yeast,CR mimetic SO,MCL1-BIM inh,VLA-4 inh,Bcl-xL primary,AGP1-GFP MLPCN,MEX-5 binding
CCn1c(Cc2ccccc2)nnc1SCC(=O)c1cccc([N+](=O)[O-])c1,1,0,105,100,-13,25,0,108,0.7
Cc1nn(Cc2ccc(Cl)cc2Cl)c(C)c1NC(=O)NC12CC3CC(CC(C3)C1)C2,3,4,99,105,-3,4,4,103,5.6
CCOC(=O)Cc1cn(C(=O)OC(C)(C)C)c2ccccc12,-5,0,103,84,5,14,3,75,x
CC(C)C(=O)Nc1cc2c3c(c1)CCN3C(=O)CC2,-1,0,99,86,5,3,2,102,-4.7
COC(=O)C(C)(C(=O)OC)c1ccccc1[N+](=O)[O-],5,2,97,97,-1,13,4,98,1.0
CC(C)(C)OC(=O)C[C@H]1C/C=C\C[C@@H](CC(=O)N[C@H](CO)Cc2ccccc2)C(=O)NCCOC1=O,-3,0,102,108,x,-1,x,103,x
Cc1c(Cl)c([N+](=O)[O-])nn1CCCC(=O)Nc1sc2c(c1C(N)=O)CCC(C)C2 (centres undefined),7,2,103,91,1,22,0,100,-4.2
CCOc1ccc(CN2C(=O)c3ccccc3C2C(=O)NCc2cccnc2)cc1 (centres undefined),4,2,84,91,3,7,5,98,0.0
COc1ccc(-n2cc(C(=O)O)c(=O)cc2C)cc1,7,0,107,78,5,1,7,106,-0.7
C/C(=N/O)c1ccccn1,8,0,101,128,0,-18,-2,102,-1.0
CC(C)c1ccc(CNC(=O)C2CCCN2S(=O)(=O)c2ccccc2)cc1 (centres undefined),5,2,102,96,-6,17,0,89,2.4
O=C1Nc2ccccc2C(O)(C(=O)NCc2ccco2)N1c1ccc(Cl)c(Cl)c1 (centres undefined),6,1,106,93,12,0,8,107,0.0
N#CN=C(c1ccccc1)c1ccccc1,-3,0,103,98,3,3,1,96,1.6
COc1ccc2c(c1)CCCC21NC(=O)NC1=O (centres undefined),5,0,119,102,1,3,10,116,1.4
CC(C)NC(=O)c1sc2nc(-c3cccs3)cc(-c3cccs3)c2c1N,-9,8,96,101,-7,x,1,99,-10.0
CCCc1c(C)c2ccccc2[nH]c1=O,3,2,104,93,3,-5,5,100,-1.3
CCC(C)NC(=O)CNC(=O)c1nn(-c2ccc(OC)c(Cl)c2)c(=O)c2ccccc12 (centres undefined),1,0,92,91,-2,11,3,104,1.9
Nn1c(C2CCC2)nc2cc(Cl)ccc2c1=O,10,0,112,105,4,3,7,106,-0.6
Cc1c(-c2ccccc2)nc(-c2ccccc2)[nH]c1=O,11,1,u,108,-8,-2,1,15[may fluoresce violet],-2.5
Cc1cc(C(=O)OCC(=O)N2c3ccccc3CC2C)c(C)o1 (centres undefined),-11,0,103,113,9,-17,5,95,1.1
COCN(C#N)c1nc(N(C)C)nc(N(C)C)n1,-5,0,110,76,0,-3,2,111,-1.6
CC(C)(C)C(=O)COC(=O)c1ccc2c(c1)C(=O)N(Cc1ccco1)C2=O,9,4,98,98,-1,1,2,101,-0.3
CCOc1cccc2cc(-c3csc(NC(=O)CCC(=O)NCCCN4CCC(C)CC4)n3)c(=O)oc12,11,0,99,110,0,12,-12,104,-0.4
COC(=O)CNc1nc(Cl)nc(Nc2ccc(C)cc2)n1,-3,1,92,98,-1,2,-3,98,-0.3
COC(=O)C1=C(CS(=O)(=O)c2ccc(Cl)cc2)NC(=O)NC1c1ccc(O)cc1 (centres undefined),-5,2,96,107,-3,6,3,98,1.5

Later entries
Molecule,GLD-1 TGE inh,GRK2 aptamer HTS,CIT2 TOR yeast,CR mimetic SO,MCL1-BIM inh,VLA-4 inh,Bcl-xL primary,AGP1-GFP MLPCN,MEX-5 binding
Cc1cccc(OCCOC(=O)CN2C(=O)NC3(CCCC3)C2=O)c1,-10,1,80,89,-7,-3,-7,90,-5.1
CC(CCc1ccccc1)NC(=O)/C=C/c1ccc(F)cc1 (centres undefined),-1,0,92,72,7,-6,2,92,-2.0
COc1ccc(-n2cc(CN(C)C3CCOCC3)c(-c3cccc(F)c3)n2)cc1,2,0,100,92,7,-1,2,106,-0.6
CCOC(=O)c1[nH]cnc1C(=O)Nc1ccccc1C,-6,3,91,114,3,12,2,90,4.7
COc1cccc(CN2CCN(S(=O)(=O)c3ccccc3)CC2)c1OC,8,0,101,100,5,3,3,108,1.7
COc1cc(NC(=O)C2CC(=O)N(CCc3ccc(F)cc3)C2)cc(OC)c1OC (centres undefined),0,1,98,93,-3,-10,2,96,-0.3
Cc1cc(C(=O)COC(=O)C2=NNC(=O)CC2)c(C)n1-c1ccc(OC(F)F)cc1,2,2,94,102,4,2,0,95,-1.1
O=C(c1cc2cc(Cl)ccc2oc1=O)N1CCCC1,4,1,103,106,3,0,2,108,2.7
FC(F)(F)c1ccc(C2[C@H]3CN(Cc4ccc(-c5ccccc5)cc4)[C@H](c4ccccc4)C34CC2(c2cccnc2)C4)cc1 (some centres undefined),1,0,76,93,2,13,3,92,2.2
O=C(Cc1ccsc1)Nc1ccc(Cl)cc1Cl,7,1,88,119,-6,13,-1,90,-0.5
CCn1nc(C)c([N+](=O)[O-])c1C(=O)NNC(=O)c1ccc(Cl)cc1,-7,0,100,91,3,2,3,106,x
NC(=O)c1c(NC(=O)CSc2nnc(Cc3ccccc3)n2Cc2ccco2)sc2c1CCC2,1,0,100,101,6,-4,9,102,2.3
COc1cc2[nH]c(=O)n(CCCC(=O)N3CC=C(c4ccccc4)CC3)c(=O)c2cc1OC,-6,2,104,96,5,-1,6,107,-1.5
CCn1c(SCC(=O)Nc2ccc3c(c2)n(C)c(=O)n3C)nnc1-c1ccncc1,4,1,108,86,12,-2,7,104,-2.1
Oc1ccc(C[C@@H]2CNCCN2CC2(c3ccccc3)CC2)cc1,6,0,93,101,-1,-12,-1,85,-1.6
COC(=O)/C(=C\c1c[nH]c2ccccc12)NC(C)=O,2,0,92,98,-3,-4,4,97,2.9
CC(=O)NC(CCS(C)(=O)=O)C(=O)Nc1c(F)cccc1F (centres undefined),2,0,90,105,-1,-1,0,94,x
CCCc1cc(NCCCO)n2c(nc3ccccc32)c1C#N,8,2,91,105,6,0,6,106,0.1
O=S(=O)(Oc1ccc(C(=S)N2CCOCC2)cc1)c1ccc(Cl)cc1,0,99*,96,94,19,-11,9,95,-0.1
C=CCn1c(=O)c(C(=O)NCc2ccccc2)c(O)c2ccccc21,2,2,93,101,-18,13,3,92,1.2
COc1ccc(-c2cc(C)no2)cc1S(=O)(=O)NCCCN1CCCCCC1,1,8,98,116,1,-10,4,103,-1.4
COc1ccc(CCNC(=O)CSc2nc(O)c(C(C)C)c(=O)[nH]2)cc1OC,-9,3,89,107,3,2,4,87,0.2
CCN(C(=O)COC(=O)c1ccc(OC)c(S(=O)(=O)N2CCCc3ccccc32)c1)C1CCS(=O)(=O)C1 (centres undefined),-5,2,105,100,-1,0,3,102,3.8
Cc1ccoc1C(=O)N1CCCCC1C(=O)O (centres undefined),8,3,103,103,-4,8,1,106,-0.5
COc1ccc(/C(O)=C2\C(=O)C(=O)N(CCN(C)C)C2c2cc(OC)c(OC)c(OC)c2)c(C)c1 (centres undefined),5,0,96,95,1,6,9,101,-3.1

Next section.
Molecule,GLD-1 TGE inh,GRK2 aptamer HTS,CIT2 TOR yeast,CR mimetic SO,MCL1-BIM inh,VLA-4 inh,Bcl-xL primary,AGP1-GFP MLPCN,MEX-5 binding
Fc1cccc(-n2c(-c3ccco3)nc3nc4ccccc4nc32)c1,3,0,97,100,4,-1,4,97,3.1
CCC(=O)Nc1ccc(S(=O)(=O)Nc2cccc(C)c2)cc1OC,10,0,103,106,5,-6,0,106,-0.8
CC(Oc1ncnc2ccccc12)C(=O)Nc1cccc(S(=O)(=O)N2CCOCC2)c1 (centres undefined),1,0,92,94,4,-2,1,95,1.5
CCc1nc2nc(C)c(NS(=O)(=O)c3ccc(C)c(C)c3)c(=O)n2[nH]1,-4,2,108,109,-3,-1,-3,104,1.2
O=C(Nc1ccccc1)N1CCN(Cc2ccc3c(c2)OCO3)CC1,-4,4,97,98,2,9,2,98,1.5
COc1cc2c(cc1OC)C(COc1ccc(F)cc1)N(C(=O)c1ccco1)CC2 (centres undefined),3,0,104,114,0,10,-2,109,-0.9
COc1ccc(OC)c(-n2c(=S)[nH]c3c(sc(=S)n3-c3ccccc3)c2=O)c1,5,4,99,105,3,-1,-1,102,0.7
O=C(COC(=O)c1ccc(N2CCCC2=O)cc1)c1ccccc1,-3,2,93,96,-9,13,0,104,0.5
Cc1cccc(Cn2nnc3ccccc32)c1O,8,0,68,109,-4,12,-3,79,2.2
O=C(Nc1ccccc1C(=O)NCC1CCCO1)c1ccc(Cl)cc1Cl (centres undefined),4,4,103,92,-6,31,2,102,1.5
Cc1cc(/C=C2/NC(=O)NC2=O)c(C)n1-c1ccncc1,4,6,111,99,8,0,15,114,-1.2
CCOC(=O)CSc1nnc(CNC(=O)c2ccc(OC)cc2)n1C1CCCCC1,-1,0,108,99,1,-14,2,106,0.0
COc1ccc(C(=O)NCCSc2ccccc2)cc1OC,-3,0,97,101,3,16,4,102,-2.5
COc1ccc(NC(=O)Cn2c(=O)sc3ccccc32)cc1,1,2,92,96,4,18,4,89,0.8
O=C(Cn1cnc2c(OCc3ccccc3)ncnc21)NCc1ccc2[nH]ccc2c1,-5,0,86,118,x,-13,x,91,x
COc1ccc(-n2nc(C(=O)NCC(=O)N3CCC(C(N)=O)CC3)c3ccccc3c2=O)cc1,-2,0,94,89,-14,1,-3,104,2.4
CCOC(=O)C1CCCN(C(=O)c2cc(COc3ccc(C)nc3)on2)C1 (centres undefined),x,2,100,111,x,0,x,93,1.4
CC(C)CNc1nc(NC(C)(C)C)nc(Oc2ccc(=O)[nH]n2)n1,11,0,88,102,4,2,4,112,-0.3
CN=C1SC(CC(=O)Nc2ccccc2F)C(=O)N1C (centres undefined),-8,0,93,98,0,34,6,100,-0.4
COCCCNC(=O)/C=C/c1ccc(Cl)cc1Cl,10,0,92,95,1,24,6,93,3.4
COCCn1c(C)cc(C(=O)CSc2nc3ccccc3o2)c1C,4,3,102,97,-4,-3,-2,100,-2.2
O=C(CSc1ccc2nnc(-c3ccccn3)n2n1)Nc1ccc2c(c1)OCCO2,8,0,91,108,9,-10,8,91,2.1
CC(C)OC(=O)Nc1ccc(-c2ccc(NC(=O)OC(C)C)cc2Cl)c(Cl)c1,5,2,103,99,0,34,4,109,-3.1
CCCN(CCO)CCCc1ccccc1,0,0,97,98,-4,10,-2,94,-0.2
CN1CC(=O)N(CC(=O)N2CCC(Cc3ccccc3)CC2)C1=O,2,0,100,93,-7,-13,-5,107,0.6
O=C(CCSc1ccccc1)NNC(=O)c1ccccc1F,9,2,95,92,3,7,4,107,-0.5
O=C(O)c1cc([N+](=O)[O-])ccc1NCc1ccccn1,16,1,92,103,23,31,31*,92,x
